# NSD2 inh – NSD2 (human) methyltransferase inhibition. O96028. NSD2 peptide methylation, AlphaScreen, 120 min. inhibition, % at 12.5 µM. 0.54% of 310,000 active. AID 743445; in the data active = inhibition above about 50%
# PfHsp90 yeast 2 – inhibits growth of yeast expressing Plasmodium falciparum Hsp90; S. cerevisiae expressing PfHsp90, BacTiter-Glo ATP, 48 h; yeast lacking PDR1 and PDR3 efflux regulators; inhibition, % at 9.4 µM; 0.32% of 310,000 active; AID 504621;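 active = every replicate shows inhibition above about 80%, whatever the replicate mean, limit read from the data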;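 note: 0% = DMSO neutral controls and 100% = 20 µM radicicol positive controls; yeast relying on Plasmodium falciparum Hsp90 in place of its own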
# SUMO Mot1 rescue – SUMOylation pathway inhibition by Mot1-301 growth rescue; S. cerevisiae Mot1-301 growth rescue, ATP luminescence, 38.5C; percent above DMSO median, 100 means doubled; growth rescue, % at 18.8 µM; 1% of 320,000 active; AID 2716;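 active = every valid replicate shows activation above 250% relative to neutral control wells; inactive = the rest, any valid replicate at or below 250%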;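 note: OY570 slx delta 5 strain wells were the positive control but not used for scaling; some compounds called inactive have numbers as strong as hits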
# CDK5 p35 inh – CDK5/p35 (human) kinase inhibition; inhibition, % at 10 µM; Recombinant CDK5/p35, ADP-Glo luminescence, 60 min; 0.01% of 330,000 active; AID 488839;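 active = highest replicate inhibition of at least 50% and at least 75% of replicates reaching 50%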;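 note: plate controls were DMSO neutral control for no effect and GW8510 at 10 µM for full effect; many of its hits are not listed in these tables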
# Target sequence (Q00535 whole entry, looked up): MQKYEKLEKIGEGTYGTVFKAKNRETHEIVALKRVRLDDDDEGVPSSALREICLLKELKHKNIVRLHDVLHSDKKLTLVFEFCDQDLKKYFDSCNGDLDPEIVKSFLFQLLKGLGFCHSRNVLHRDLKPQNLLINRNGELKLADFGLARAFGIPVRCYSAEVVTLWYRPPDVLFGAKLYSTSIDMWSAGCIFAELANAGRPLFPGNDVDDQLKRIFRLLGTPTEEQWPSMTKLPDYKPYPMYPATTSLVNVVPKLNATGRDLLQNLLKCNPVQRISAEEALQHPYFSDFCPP
# Target sequence (Q15078 whole entry, looked up): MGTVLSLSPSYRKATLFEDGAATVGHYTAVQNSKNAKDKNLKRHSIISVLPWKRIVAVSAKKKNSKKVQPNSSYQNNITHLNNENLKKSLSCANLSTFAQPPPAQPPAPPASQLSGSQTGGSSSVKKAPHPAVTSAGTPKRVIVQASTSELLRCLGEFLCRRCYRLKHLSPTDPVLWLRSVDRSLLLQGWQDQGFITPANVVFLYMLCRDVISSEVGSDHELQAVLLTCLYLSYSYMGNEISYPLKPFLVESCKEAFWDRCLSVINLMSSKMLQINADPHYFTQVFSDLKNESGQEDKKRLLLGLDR
# RTF Ca sens inh – cardiac RTF calcium desensitization; IANBD-labeled cardiac RTF, Ca2+ fluorescence; inhibition, % at 7.15 µM; 0.12% of 340,000 active;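 active = inhibition above the mean inhibition of all tested compounds plus 3 SD, cut at about 17% in these data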;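 note: assay run at fixed EC70 calcium of 1.6 mM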
# PvdQ inh – blocks Pseudomonas aeruginosa PvdQ acylase activity. purified PvdQ acylase, fluorescence plate reader. inhibition, % at 10 µM. 0.063% of 340,000 active. AID 488965; in the data active = inhibition above about 30%, passing the limit was not always enough;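 note: 0% = vehicle neutral wells and 100% = reference inhibitor wells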
# LANA DNA inh – inhibitors of KSHV LANA C-terminal domain DNA binding; MBP-C-LANA/FAM-LBS DNA binding, fluorescence polarization; 0.078% of 340,000 active; inhibition, % at 9 µM;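 active = highest replicate inhibition at or above 60% at 9 µM, even if other replicates fall short; inactive = all replicates below 60% inhibition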;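 note: 0% = neutral control wells and 100% = 4 µM acridine orange control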
# cardiac RTF act – cardiac RTF calcium sensitization | P19429+P45379 | IANBD-labeled TnC RTF fluorescence at EC20 calcium; 0% EC20 calcium, 100% full calcium | activation, % at 7.2 µM | 0.24% of 340,000 active;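 active = activation above the mean over all tested compounds plus 3 SD, cut at about 30% in these data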;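 note: rise in fluorescence read as greater calcium sensitivity of cardiac thin filaments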
# Rtt109 HAT inh – C. albicans Rtt109 histone acetyltransferase inhibition; Q5AAJ8; purified Rtt109/Vps75, ThioGlo CoA-SH fluorescence, 4 h; inhibition, % at 34.9 µM; 0.16% of 330,000 active; AID 540336;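 active = inhibition of at least 50% in every replicate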
# Keap1 Nrf2 FP – Keap1-Nrf2 (human) interaction inhibition | Q14145 | Keap1 Kelch-Nrf2 peptide fluorescence polarization, 1536-well | inhibition, % at 9.4 µM | 0.15% of 340,000 active | AID 504523; in the data active = inhibition above about 12%;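 note: human Keap1 Kelch domain with fluorescein labeled Nrf2 9mer peptide probe; 0% = neutral control wells and 100% = peptide positive control; higher means more block of Keap1 binding to Nrf2 peptide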
# dFosB activator – activators of mouse delta FosB homodimer | P13346 | purified delta FosB, TAMRA-CDK5 oligo fluorescence polarization; percent of positive-control signal above neutral wells | activation, % at 25 µM | 0.99% of 340,000 active | AID 493131;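 active = mean activation above about 17%, with every replicate also reaching it, limit read from the data, passing the limit was not always enough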;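 note: fluorescence polarization rise as delta FosB binds a TAMRA Cdk5 AP-1 oligo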
# Target sequence (P13346 whole entry, looked up): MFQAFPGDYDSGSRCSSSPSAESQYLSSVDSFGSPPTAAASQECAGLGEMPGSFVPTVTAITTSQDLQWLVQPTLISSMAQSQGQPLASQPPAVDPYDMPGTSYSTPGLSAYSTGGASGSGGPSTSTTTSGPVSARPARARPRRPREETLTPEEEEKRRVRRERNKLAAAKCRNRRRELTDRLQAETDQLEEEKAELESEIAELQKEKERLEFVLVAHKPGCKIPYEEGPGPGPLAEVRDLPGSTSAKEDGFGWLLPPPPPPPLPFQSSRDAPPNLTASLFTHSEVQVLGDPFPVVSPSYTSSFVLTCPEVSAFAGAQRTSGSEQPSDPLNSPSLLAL
# * = called active by the depositor; . = not tested or not shown.
SMILES,NSD2 inh,PfHsp90 yeast 2,SUMO Mot1 rescue,CDK5 p35 inh,RTF Ca sens inh,PvdQ inh,LANA DNA inh,cardiac RTF act,Rtt109 HAT inh,Keap1 Nrf2 FP,dFosB activator
CC(C)c1cc(C(=O)Nc2cccc(C(F)(F)F)c2)no1,5,-4,.,-3.3,0,-11,-2.2,-1,-13,-4,-4
COCc1c(C(=O)NCC2COc3ccccc3O2)oc2ccccc12 (stereo not given),-1,-36,8,-0.3,-6,-18,1.6,-5,-3,-6,-7
O=C(Cn1nnc2ccccc2c1=O)Nc1cccc(S(=O)(=O)N2CCOCC2)c1,-3,15,0,-1.1,-5,-3,-0.2,5,4,1,1
COc1ccc(Cl)cc1NC(=O)CSc1nc(-c2ccccc2)cc(=O)[nH]1,1,-12,2,-0.9,3,9,3.5,1,4,-2,3
COc1cc(C(C(=O)NC2CCCCC2)N(C(=O)Cc2c[nH]c3ccccc23)c2ccccc2C)cc(OC)c1OC (stereo not given),29,-21,-4,-2.7,-2,-6,-0.3,10,9,-7,-13
O=C(CN1C(=O)NC2(CCc3ccccc32)C1=O)c1ccccc1 (stereo not given),0,-16,162,-4.0,5,7,-1.2,-6,9,9,-5
C=CCC[C@H](Cc1ccc(F)cc1)C(=O)OC[C@H](C)NC(=O)[C@H](CC=C)CC(=O)NCCO,.,-1,4,-0.4,4,-14,0.6,4,-4,-4,-3
COc1ccc(C(=O)OCC(=O)Nc2ncc([N+](=O)[O-])s2)cc1OC,-2,-2,-11,-2.0,2,-17,17,-6,-3,-7,-16
Cc1cccc(NC(=O)c2cc(NC(=O)c3ccccc3)ccc2N2CCCCC2)c1,-7,.,-5,0.4,-1,-6,0.0,-3,9,-1,-11
COc1cccc(-n2c(=O)[nH]cc(C(=O)Nc3ccc4c(c3)OCCO4)c2=O)c1,.,9,-1,2.0,-10,-16,-1.3,13,7,-7,-4
CSCCC(NC(=O)c1ccccc1Cl)C(=O)NC1CCN(Cc2ccccc2)CC1 (stereo not given),0,-3,239,1.7,2,10,1.9,1,8,-3,-1
CC(O)CNCc1ccc(-c2ccccc2)cc1 (stereo not given),3,-5,5,-1.4,-4,8,-0.5,-5,0,3,3
CCCCN1C(=O)C(=O)N(c2ccccc2)C1=S,0,1,17,.,-5,-3,-1.1,-5,-3,1,-3
Brc1ccc(C2CC(c3ccccc3)=Nc3ccccc3N2)cc1 (stereo not given),-1,14,108,.,-3,4,-1.1,2,15,-3,-13
COc1ccc(CN(C(=O)c2ccc(CN3CCOCC3)o2)C(C(=O)NCC2CCCO2)c2ccc(F)cc2)cc1 (stereo not given),-3,7,-12,0.6,-3,7,2.7,7,5,-2,2
CCOC(=O)C1CCN(S(=O)(=O)c2cccc(-c3cn4cc(Cl)ccc4n3)c2)CC1,-2,-3,-16,-0.4,-2,-8,-0.7,10,0,-2,5
Cc1ccc2[nH]c3c(c2c1)CN(C(=O)CN1CC(C)OC(C)C1)CC3 (stereo not given),4,5,-18,0.8,-24,-20,11,15,-16,-11,-4
COc1cc(Cl)c(C)cc1NC(=O)CSc1sc2c(O)cc(=O)[nH]c2c1C#N,.,-21,-6,0.3,-7,-9,2.9,-7,1,1,-17
Cc1ccc(S(=O)(=O)N=S(CC2CC2(Cl)Cl)CC2CC2(Cl)Cl)cc1 (stereo not given),-2,.,.,-1.0,-1,3,0.0,0,8,5,-6
CCN1CCN(S(=O)(=O)c2ccc(Cl)c(C(=O)NC(C)(C)C)c2)CC1,-1,15,-12,1.2,-9,-19,1.3,2,8,-2,-6

# An excerpt from the list above, as a working copy:
SMILES,NSD2 inh,PfHsp90 yeast 2,SUMO Mot1 rescue,CDK5 p35 inh,RTF Ca sens inh,PvdQ inh,LANA DNA inh,cardiac RTF act,Rtt109 HAT inh,Keap1 Nrf2 FP,dFosB activator
Cc1ccc(S(=O)(=O)N=S(CC2CC2(Cl)Cl)CC2CC2(Cl)Cl)cc1 (stereo not given),-2,.,.,-1.0,-1,3,0.0,0,8,5,-6
CCN1CCN(S(=O)(=O)c2ccc(Cl)c(C(=O)NC(C)(C)C)c2)CC1,-1,15,-12,1.2,-9,-19,1.3,2,8,-2,-6

# Continuation.
SMILES,NSD2 inh,PfHsp90 yeast 2,SUMO Mot1 rescue,CDK5 p35 inh,RTF Ca sens inh,PvdQ inh,LANA DNA inh,cardiac RTF act,Rtt109 HAT inh,Keap1 Nrf2 FP,dFosB activator
Cc1cccc(Cc2cnc(N3C(=N)SC(C)C3=O)s2)c1 (stereo not given),2,-65,90,1.6,-3,8,-0.4,-1,4,-4,-17
N#CCCCSc1nnc(-c2ccccn2)o1,2,-11,-8,0.7,-7,-12,2.2,8,0,-4,-3
O=C(c1ccc(Cn2cc(Br)cn2)cc1)N1CCN(c2ccccc2)CC1,0,.,-1,-0.3,-12,-3,2.6,-3,0,-1,-6
O=C(O)CC1S/C(=N\N=C2CCCCCC2)N(c2ccccc2)C1=O (stereo not given),-1,-14,-3,-0.2,-1,2,-12,1,-3,-4,-2
COc1cc2c(cc1OC)C(c1cccs1)N(C(=O)c1cccnc1)CC2 (stereo not given),-3,29,4,-8.5,-18,-20,1.2,4,-3,-6,-9
NS(=O)(=O)c1ccc(NS(=O)(=O)c2cccs2)cc1,0,0,440,0.3,-1,-6,0.5,-1,-12,-2,-1
CCCCOc1ccc(-c2ncc(Cl)cn2)cc1,1,-90,-13,-0.1,-5,-9,1.6,7,-1,-4,-2
O=C(NC1CCCCC1)C1CCCN1S(=O)(=O)c1cccc2nsnc12 (stereo not given),0,-1,62,-1.7,-2,0,-1.0,-3,5,3,5
CSc1ccc(/C=C(/NC(=O)c2ccc(C)cc2)C(=O)Nc2cccc(F)c2)cc1,12,.,5,-0.7,-5,-10,2.4,3,1,-4,-5
O=C1NCCN/C1=C\C(=O)c1cccc(Br)c1,37,4,5,1.0,-12,7,-0.3,3,-2,-1,-5
Cc1cc(=O)n2nc(N3CCCC(C(=O)NCc4ccccc4Cl)C3)sc2n1 (stereo not given),-12,17,2,-3.7,-3,-14,1.7,0,-1,-5,-8
Cc1nn(CC(=O)N2CCN(C(=O)c3ccco3)CC2)c(C)c1[N+](=O)[O-],-2,.,-7,1.2,1,-19,-2.5,-4,4,2,7
O=C(NCCc1ccccc1)c1ccc(S(=O)(=O)N2CCCC2)cc1,-2,-2,-10,-1.4,-10,-7,-3.9,0,6,-2,-10
CC(C)S(=O)(=O)c1nsc2nc(=O)c(/C=C3\C=Nc4ccccc43)c(N)n12,5,-9,16,-1.7,-22,-12,-0.3,0,20,-3,6
O=c1cc(-c2ccccc2)nc(SCc2ccc(Cl)cc2)[nH]1,-1,14,4,-2.0,-5,-15,-1.0,5,-3,-2,6
Cc1cc(S(=O)(=O)NCc2ccccc2)ccc1OCC(=O)N1CCOCC1,-4,-8,3,0.9,-5,-5,-0.7,3,-8,-1,-1
COc1cc2c(cc1OC(C)=O)CCCCC2=O,1,7,.,4.1,2,6,0.5,-5,-6,-1,-2
CCOc1ccc(-c2c(=O)n(OCc3ccccn3)c3ccccc3[n+]2[O-])cc1,3,.,-6,-1.6,-2,-6,1.0,2,2,2,0
CCOC(=O)C1(Cc2cccc(OC)c2)CCN(Cc2cccc(O)c2)CC1,3,-7,-1,1.6,1,-8,-0.9,0,2,-1,2
CCOc1cc(C(=O)OCC(=O)c2c[nH]c3ccccc23)ccc1OCC(=O)N1CCOCC1,0,6,-4,0.2,2,-17,-0.8,3,-4,-1,-18
O=C(COc1ccc(S(=O)(=O)NCc2ccccc2)cc1Cl)NCC1CCCO1 (stereo not given),-1,-8,7,1.4,-6,5,-1.4,-3,4,1,0
COc1c(Cl)cc(Cl)cc1CNCCO,-1,17,-7,-0.2,6,10,0.8,-1,11,-1,-5
CCNC(=S)N/N=C(\C)c1ccc(N2CCOCC2)cc1,-2,12,227,-1.5,-28,-8,0.7,-10,.,-3,5
CSc1nc(NCCCO)c2c3c(sc2n1)CN(C)CC3,6,11,88,-0.4,-8,2,-2.2,2,-7,-1,1
Cc1nn(C2CCS(=O)(=O)C2)c(Cl)c1/C=C/C(=O)OCC(=O)Nc1ccc2c(c1)OCO2 (stereo not given),2,14,-5,-4.5,-3,-8,-0.8,4,-6,-2,-16
O=C(c1cccnc1)N1CCc2ccccc2C1,1,.,17,0.3,-5,8,-0.8,4,1,-3,-9
CCCCn1nc(C(=O)N(CC)CC(=O)Nc2c(F)cccc2F)c2ccccc2c1=O,-2,15,0,-0.5,-8,-15,3.5,0,1,-1,-10
CCOc1ccc2[nH]c(=O)c(=O)[nH]c2c1,0,0,-16,1.3,-2,-10,1.1,8,-7,1,-5
CN1C(=O)c2cccc3c(S(=O)(=O)Nc4ccccn4)ccc1c23,-1,-6,280*,-0.3,-2,0,-0.3,-7,-7,1,1
Nc1ccc(CCc2nc3ccccc3o2)cc1,1,21,146,1.2,1,-6,2.0,3,-4,-4,-3
Cc1cc(C)c(S(=O)(=O)N2CCN(c3ccc([N+](=O)[O-])c(NCc4ccco4)c3)CC2)c(C)c1,-1,-31,-7,0.5,-5,-4,1.1,9,-8,-4,-12
CCn1cc(CN2CCC(C(=O)Nc3cccc(-c4cccc(OC)c4)c3)CC2)cn1,-2,4,-2,0.9,4,-5,-0.2,-2,-10,-1,-7
COc1cccc(/C=C/C(=O)OCC(=O)Nc2cccc(S(=O)(=O)N3CCOCC3)c2)c1OC,1,-11,-2,0.3,-5,3,-0.3,-4,3,1,-8
O=C1NC2(C=Cc3c(ccc4ccccc34)O2)Oc2ccccc21 (stereo not given),0,8,-40,0.7,11,0,-2.2,-7,-10,0,-7
CC(C)(C)c1ccc(OCCC(=O)Nc2ccc(N3CCOCC3)cc2N2CCOCC2)cc1,1,-2,6,-6.0,-10,-3,2.5,-7,0,-2,-20
CC(=O)c1ccc(Sc2ccccc2)c([N+](=O)[O-])c1,8,-87,38,-0.5,-8,12,-0.4,0,-10,-1,-8
COCCCN(C(=O)c1ccccc1F)c1nc(-c2ccc(OC)cc2)cs1,-3,-3,-6,1.2,2,-3,-1.3,-5,1,0,0
COc1cc(NS(=O)(=O)c2ccc3[nH]c(=O)oc3c2)cc(OC)c1,2,0,2,-1.0,.,1,-0.9,.,2,3,1
N#Cc1ccccc1Sc1ccccc1C(=O)N1CCOCC1,-1,11,-6,1.6,10,-6,-2.0,8,7,-6,-3
CC1CCCCN1C(=O)C(=O)c1cn(CC(=O)N2CCCCCC2)c2ccccc12 (stereo not given),1,-14,9,-0.7,-12,-9,1.8,6,6,2,-10
COC(=O)c1ccc(C(=O)OC)c(NC(=S)N2CCN(c3ccccc3F)CC2)c1,8,-1,36,1.6,-6,26,1.3,-1,3,1,-4
O=C(CN1C(=O)COc2ccccc21)NCC1CCCO1 (stereo not given),2,-17,-9,-2.2,2,-2,0.7,-10,-13,-2,4
CCCCN(Cc1cccs1)S(=O)(=O)c1csc(C(N)=O)c1,-1,9,-6,-0.1,-1,-13,-1.3,1,8,-6,-11

# High-throughput results deposited in PubChem by several laboratories.
